IkB signaling: inhibitors of IkB signaling in ABC-DLBCL cells; ABC-DLBCL IkBa-CBG/CBR dual luciferase ratio, 4 h; response scale: scaled: untreated 0%, proteasome inhibitor 100%; Potency, µM (highest dose often 57.1 µM), for the others: top-dose IkBa stabilization activation; 110,000 compounds, 0.04% hits; AID 445; active = well fitted curve in the direction sought with a large enough effect in the signal ratio, not every such curve was filed as active; inconclusive = small, poorly fitted or top-dose-only effect, or a change in a side signal; the % refers to the signal ratio;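 also: the direction sought is a rising ratio; 0% = basal untreated cells and 100% = reference inhibitor full response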
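Luminescence ratio of IκBα-fused green versus native red beetle luciferase in OCI-Ly3 cells, 4 h post-doxycycline with compound; red signal alone, scaled from basal (0%) to zero light (-100%), flagged nonspecific or cytotoxic effects.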
p53ts 32C tox: p53ts cell cytotoxicity, permissive temperature; H1299-p53A138V at 32C, ATP luminescence viability, 24 h; Potency, µM (titrated, usually from 46.1 µM), inactives show at the top dose activity change, negative = cytotoxicity, actives largely listed as cytotoxic; 130,000 compounds, 0.93% hits; AID 924;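 also: 0% = DMSO and -100% = full killing by reference compound; nearly all actives have a fitted effect of over 55% in size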
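Viability by ATPlite luminescence after 24 h compound treatment (up to 46 uM) at the permissive 32C. Cells are H1299 carrying p53 A138V. Scale runs from DMSO basal to 100 uM tamoxifen as full kill; AC50 from Hill fits.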
p53ts 39C tox: kills p53ts cells at the nonpermissive temperature; H1299-p53A138V viability at 39C, ATP luminescence, 24 h; AID 902; Potency, µM (top dose mostly 46.1 µM), inactives show at the top dose activity change, negative = cell killing, hits mostly cytotoxic; 130,000 compounds, 1.5% hits; also: nearly all actives have a fitted effect of over 55% in size
Imprint erasure: genomic imprint erasure induction; mouse ES Peg3-LacZ reporter, beta-gal luminescence, 40 h; 110,000 compounds, 0.02% hits; AID 1948; Potency, µM (highest dose often 60.7 µM), for inactives: at the highest dose activity change, positive = activation, actives largely listed as activators;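 also: 0% = negative control wells on the plate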
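Each well holds 300 Peg3LacZ-Neo (maternal) female ES cells incubated 40 h at 37C, 5% CO2. LacZ is measured by BetaGlo luminescence, with AC50 and maximum efficacy derived from dose-response curves.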
* marks the source's active call; other numbers are inactive results; u = inconclusive; x = not tested or not shown; & = joins results of further samples; [ ] = another dose, or the depositor's remark. Unless noted, calls follow the shape of the dose curve; as a rule, active = well fitted curve in the direction sought with a large enough effect; inconclusive = small, poorly fitted or top-dose-only effect, or another doubt; inactive = no such curve, though single readings can be large; an effect the other way counts as inactive or inconclusive. Unless noted, % is scaled to controls: 0 for no effect and ±100 for the full control effect; potency is read from the fitted curve at half-maximal effect.

Molecule | IkB signaling | p53ts 32C tox | p53ts 39C tox | Imprint erasure
CC1Cc2ccccc2N1C(=O)CSc1nnc2n1C(C)(C)Cc1ccccc1-2 (stereo not drawn) | 3.4% | 7% | -5% | -5%
CCOc1ccccc1N(C)C(=O)Cn1cnc2sc(C)c(S(=O)(=O)N3CCC(C)CC3)c2c1=O | 2.4% | 15% | 25% | -14%[10.9 µM]
CC1(c2ccc(Cl)cc2)CC(C)(C)N(C(=O)c2cccc(F)c2)c2ccccc21 (stereo not drawn) | 8.2% | 3% | -18% | -21%[10.9 µM]
Cc1ccccc1NC(=O)CSc1nc(-c2ccc(F)cc2)c2cccc(C)c2n1 | -0.7% | 5% | 10% | -12%[10.9 µM]
CCn1c(C(=O)NCc2ccccc2OC)cc2sccc21 | 1.8% | 3% | -18% | -4%[10.9 µM]
CN(C)CCNC(=O)CCCn1c(=O)c2cccn2c2ccccc21 | u | -6% | -5% | -12%[10.9 µM]
Cc1cc(NC(=O)CCOc2ccccc2)no1 | -0.3% | 8% | 2% | 8%
CC1(c2cc(C(F)(F)F)n3nc(C(=O)O)cc3n2)CC1 | x | 9% | 19% | x
C/C(=N\O)C1(C)N(O)C(C)(C)C(c2ccc(Br)cc2)=[N+]1[O-] (stereo not drawn) | 1.4% | -7% | -2% | 2%
CCc1ccc(C(=O)/C=C/c2cnn(C)c2C)s1 | x | u | u | x
O=C(CCCn1c(=O)c2ccccc2n(Cc2cccc(Cl)c2)c1=O)NCCc1ccc(Cl)cc1 | 4.7% | -18% | u | -11%[10.9 µM]
COc1ccc(Cl)cc1NC(=O)N(C)CCc1c(C)nn(C)c1C | 0.5% | 2% | -11% | 3%[10.9 µM]
CC(C)C(c1nnnn1C1CCCC1)N1CCN(C(=O)c2ccco2)CC1 (stereo not drawn) | 0.8% | 0% | -5% | -5%
COc1ccc(OC)c(NS(=O)(=O)c2ccc3c(c2)CCCN3C(=O)C2CCC2)c1 | u | -1% | -22% | -15%[10.9 µM]
Clc1ccccc1-c1ccc2ncnc(NCc3cccnc3)c2c1 | 9.2%[11.4 µM] | 3% | -18% | -9%
O=C(Nc1ccc(F)cc1)c1ccc(-n2cnc3cccnc32)cc1 | u | -5% | 35%[activator] | 12%[10.9 µM]
CCC(CC)c1nn2c(=O)cc(COc3ccc(NC(=O)c4ccccc4Cl)cc3)nc2s1 | u | u | -7% | -13%[10.9 µM]
O=C(OCc1cc(=O)n2nc(C3CC3)sc2n1)c1cccc(NC(=O)c2ccccc2Cl)c1 | u | -1% | 8% | -6%[10.9 µM]
COc1cccc(N2C(=O)C(CC(=O)Nc3ccccc3)N(CCc3sccc3C)C2=O)c1 (stereo not drawn) | u | -12% | -25% | -5%[10.9 µM]
COC(=O)c1c(NC(=O)C2CC2)sc2c1CCN(C(C)=O)C2 | 5.8% | -3% | -22% | -11%
CCn1cc(C(=O)N2CCN(c3cccc(C)c3)C(C)C2)c(=O)c2cc(S(=O)(=O)N3CCOCC3)ccc21 (stereo not drawn) | 0.7% | 4% | -1% | 6%[10.9 µM]
Cc1onc(-c2ccccc2Cl)c1C(=O)NCc1ccco1 | 23% | -4% | -11% | -25%
CC(=O)C1=C(O)C=C(c2ccco2)CC1c1ccco1 (stereo not drawn) | -0.5% | -18% | 11% | -1%
Cc1ccc(N2C(=O)CS(=O)(=O)C23C(=O)N(Cc2ccccc2C)c2ccccc23)cc1Cl (stereo not drawn) | u | 8% | 16% | 12%[10.9 µM]
COc1ccc(-c2cc(C(F)F)n3ncc(C(=O)N4CCSCC4)c3n2)cc1 | -5.2% | 13% | 8% | -11%
COc1ccc(OC)c(NC(=O)CCNS(=O)(=O)c2cccc3nsnc23)c1 | -0.1% | 10% | -9% | 29%[10.9 µM]
COc1ccc2c(c1)c(C(=O)N1CCN(C)CC1)c(C)n2-c1ccccc1 | 0.7% | 7% | 3% | -5%
O=C(Nc1ccc2oc(-c3cccc4c(Br)cccc34)nc2c1)c1ccc(F)cc1 | -1.8% | -3% | 13% | -11%[10.9 µM]
COC(=O)COc1ccc(S(=O)(=O)Nc2ccc3c(c2)OCO3)cc1 | u | -3% | -10% | -7%
Cc1ccc(CNC(=O)C(NS(=O)(=O)c2cccs2)C(C)C)cc1 (stereo not drawn) | 4.7% | 14% | 22% | -6%[10.9 µM]
COc1ccccc1CNC(=O)c1ccc(CNc2c(N3CCCC3)c(=O)c2=O)cc1 | -0.8% | 11% | 19% | -13%
CC1(C)[N+]([O-])=C2C(=[N+]([O-])C1(C)C)c1ccccc1/C2=N\O | -2.0% | -3% | 1% | 15%
CCN(CC)CCCN1C(=O)c2oc3ccccc3c(=O)c2C1c1cccnc1 (stereo not drawn) | 0.7% | 8% | 15% | -13%
Cc1cccc(CNC(=O)c2ccc(C)c(-n3c(C)nc4cccnc43)c2)c1 | u | 7% | -8% | 2%[10.9 µM]
O=C(Nc1ccccc1)N1CCCC2(CCN(S(=O)(=O)c3ccccc3)CC2)C1 | 0.7%[11.4 µM] | 2% | -12% | x
Cc1ccc2c(NC(=O)C3CC3)cccc2n1 | 2.0% | -11% | 9% | 9%
CC1CCN(Cc2nc3c(c(=O)n(C)c(=O)n3C)n2CCc2ccccc2)CC1 | -1.3% | 7% | 12% | 3%
CCCCC1CN2C(CCC(C)C2c2ccc(Br)cc2)C(=O)O1 (stereo not drawn) | x | 10%&4%&3%[9.22 µM] | -8%&-18%&1%[9.22 µM] | x
Cc1scc(C(=O)Nc2ccon2)c1-c1ccccc1 | -1.1% | 13% | 13% | -9%
CCCCN(CC)CCCNC(=O)c1cn(C)c(=O)c2c1c1ccccc1n2C | 3.3% | -3% | 13% | 10%[10.9 µM]
Cc1cccc(C(=O)NC2CC3CCCC(C2)N3C(=O)NC2CCCCC2)c1 (stereo not drawn) | 3.7% | 11% | 4% | -14%
COc1ccc(NC(=O)CSC2=NC(=O)CC(C)=N2)cc1 | -0.6% | -2% | -5% | 6%
COc1ccc2[nH]c(=O)c(CN(Cc3nnnn3Cc3ccco3)C3CCCCC3)cc2c1 | 1.0% | -4% | -6% | -12%
COc1ccc(OC)c(NC(=O)C(CC(C)C)NC(=O)C2CCCCC2)c1 (stereo not drawn) | 1.8% | 2% | -3% | -18%
CS(=O)(=O)N(CC(=O)NCc1ccc2c(c1)OCO2)Cc1ccccc1 | 2.1% | 6% | 13% | -10%
CCc1ccccc1N(C)C(=O)Nc1cn(CC(C)C)c(=O)c2ccccc12 | -1.9% | 9% | -14% | -10%[10.9 µM]
O=C(c1ccco1)N1CCC2(CCN(Cc3ccccc3)CC2)CC1 | -0.2%[11.4 µM] | -4% | -2% | x
CC(C)Oc1ccc(CNC(=O)C2COc3ccccc3C2)cc1 (stereo not drawn) | 1.1% | -3% | -10% | -10%[10.9 µM]
CCOc1ccc2[nH]c(=O)c(C(c3nnnn3C3CCCCC3)N3CCN(CC)CC3)cc2c1 (stereo not drawn) | 0.4% | -3% | 5% | x
Cc1ccccc1C(=O)Nc1cc(-c2ccc(Cl)cc2)nn1-c1ccccc1 | 0.9% | -1% | -17% | -3%[10.9 µM]
COc1cc2ccc(=O)oc2c(OC)c1OC | x | 9% | -7% | -9%
CCCn1c(=O)sc2cc(NC(=O)COc3ccc(Cl)cc3)ccc21 | u | 0% | -9% | 17%[10.9 µM]
CC(=O)Nc1cccc(N2C(=O)CC(N3CCC(C(=O)N4CCCCC4)CC3)C2=O)c1 (stereo not drawn) | 0.7% | 3% | 11% | -7%
COCCCNC(=O)Cn1cc2c(n1)CCC(C)C2 (stereo not drawn) | -1.2% | -7% | 3% | -3%
CCOc1ccc(NC(=O)CC2CC(C)(C)OC2=O)cc1 (stereo not drawn) | -0.4% | 7% | 8% | -4%
N#CC(c1ccccc1)N(CCCCl)C(=O)c1ccccc1 (stereo not drawn) | x | -12% | -1% | x
CCOc1cc(-c2conc2N)cc(OCC)c1OCC | -3.4% | 10% | -1% | -17%
O=C(CN1CCN(Cc2ccccc2)CC1)Nc1ccc(Cl)cn1 | 3.1% | 6% | 3% | 26%
CCOC(=O)c1ccc(NC(=O)c2oc(=O)c3ccccc3c2-c2ccccc2)cc1 | -2.3% | 2% | -18% | -15%[10.9 µM]
Cc1nnc(NC(=O)CSc2nnc3scc(-c4ccc(C)c(C)c4)n23)s1 | -0.7% | -5% | -17% | 24%

A different layout for part of the listing above:
COc1ccc(OC)c(NC(=O)C(CC(C)C)NC(=O)C2CCCCC2)c1 (stereo not drawn)
- IkB signaling: 1.8%
- p53ts 32C tox: 2%
- p53ts 39C tox: -3%
- Imprint erasure: -18%
CCCCC1CN2C(CCC(C)C2c2ccc(Br)cc2)C(=O)O1 (stereo not drawn)
- IkB signaling: x
- p53ts 32C tox: 10%&4%&3%[9.22 µM]
- p53ts 39C tox: -8%&-18%&1%[9.22 µM]
- Imprint erasure: x
CCOc1cc(-c2conc2N)cc(OCC)c1OCC
- IkB signaling: -3.4%
- p53ts 32C tox: 10%
- p53ts 39C tox: -1%
- Imprint erasure: -17%
CCCn1c(=O)sc2cc(NC(=O)COc3ccc(Cl)cc3)ccc21
- IkB signaling: u
- p53ts 32C tox: 0%
- p53ts 39C tox: -9%
- Imprint erasure: 17%[10.9 µM]

Following part
Molecule | IkB signaling | p53ts 32C tox | p53ts 39C tox | Imprint erasure
CC(=O)Nc1nc(CC(C)C)cc2c1c(=O)oc1ccccc12 | -0.5% | 7% | 2% | -9%
Cc1ccc(CNC(=O)Cn2c(=O)cc(C(F)(F)F)c3c(C)nn(C)c32)cc1 | 0.9% | 2% | -18% | -5%[10.9 µM]
COc1ccc(Cn2c(SCc3ccc(C(=O)NC(C)c4ccccc4)cc3)nc3cccnc32)cc1 (stereo not drawn) | -1.3% | -19% | -18% | -10%[10.9 µM]
Cc1ccc(Nc2nnc(-c3ccc(C)c(S(=O)(=O)N4CCN(C)CC4)c3)c3ccccc23)cc1 | 46% | -2% | -8% | -20%[10.9 µM]
COC(=O)CNC(=O)Cn1cnc2sc(C)c(S(=O)(=O)N3CCC(C)CC3)c2c1=O | 0.1% | 1% | -6% | 22%
COc1ccc(S(=O)(=O)N2CCOCC2)c(Cl)c1Cl | -4.8% | 5% | 0% | -12%
CCC(C)(C)NC(=O)C(c1ccc(F)cc1)N(Cc1ccco1)C(=O)c1snc(C(N)=O)c1N (stereo not drawn) | 0.6% | 8% | -12% | -12%
O=C1c2ccccc2C(Nc2cccnc2)N1Cc1ccccc1Cl (stereo not drawn) | 6.2% | -4% | 6% | -19%
CC(=O)Oc1ccc(Cn2cnc3cc4ccccc4cc32)cc1 | x | 5% | 5% | x
O=C(NC1CC(=O)N(c2ccccc2)C1)C1CCCCC1 (stereo not drawn) | -1.3% | -2% | 13% | -13%[10.9 µM]
Cc1ccc(N2CC(NC(=O)c3cc4ccccc4o3)CC2=O)cc1 (stereo not drawn) | 1.7% | 9% | 6% | -6%[10.9 µM]
Cc1ccc(C)c(CN2C(=O)c3ccccc3S(=O)(=O)c3ccc(C(=O)OCC4CCCO4)cc32)c1 (stereo not drawn) | -1.5% | 12% | -23% | -11%[10.9 µM]
Cc1cccc(C(=O)NCN2CCN(c3ccccc3C#N)CC2)c1 | 0.2%&4.3% | -3%&-8% | -6%&22% | -12%&-9%
COc1ccc(Cl)cc1NC(=O)Cn1c(=O)n(Cc2ccco2)c(=O)c2ccc(C(=O)NC3CCCC3)cc21 | -0.4% | 0% | 5% | -9%[10.9 µM]
Cc1ccc2c(=O)cc(C(=O)Nc3nnc(C)s3)oc2c1 | 0.3% | 8% | 12% | 5%[10.9 µM]
CC(=O)c1cccc(NC(=O)c2cc3sc(Cl)cc3n2C)c1 | -2.1% | -17% | -23% | -16%[10.9 µM]
CS(=O)(=O)N1CCN(C(=O)c2cc(-c3ccncc3)nc3ccc(Cl)cc23)CC1 | -2.0% | 3% | -3% | -13%
CCOC(=O)c1c(-c2ccc(OC)cc2)oc2ccc(OCc3ccc(Br)cc3)cc12 | 1.2% | -13% | -3% | -14%[10.9 µM]

High-throughput results as filed in PubChem BioAssay.
